Bioassay records deposited in PubChem BioAssay by The Scripps Research Institute Molecular Screening Center.
TAAR1 agonist: human TAAR1 agonism | CHO RD-HGA16 TAAR1, Fluo-8 calcium fluorescence; vehicle wells 0%, saturating PEA agonist 100% | activation, % at 3 µM | hit rate 0.99% among 360,000 | AID 624467;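 active = activation above the mean activation of all test compounds in the run plus 3 SD, cut at about 38% in these data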
Target sequence (Q96RJ0 whole entry, looked up): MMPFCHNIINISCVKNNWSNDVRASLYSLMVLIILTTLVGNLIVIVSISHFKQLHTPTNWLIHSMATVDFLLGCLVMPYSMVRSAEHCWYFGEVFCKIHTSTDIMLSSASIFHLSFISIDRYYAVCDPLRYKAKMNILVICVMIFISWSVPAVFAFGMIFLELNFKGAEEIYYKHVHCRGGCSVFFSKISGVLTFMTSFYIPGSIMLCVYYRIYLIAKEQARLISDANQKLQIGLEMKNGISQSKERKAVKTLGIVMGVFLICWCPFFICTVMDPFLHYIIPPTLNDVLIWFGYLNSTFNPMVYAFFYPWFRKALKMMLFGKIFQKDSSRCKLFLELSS
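System: CHO-derived RD-HGA16 cells with stable Gα16 and human TAAR1 / Times: 17-24 h plating, Fluo-8 75 min 37 °C, 30 min RT / Technique: calcium-sensitive Fluo-8 signal, excitation 470-495, emission 515-575 nm / Measure: % activation relative to PEA EC100 response / Benchmarks: DMSO and PEA EC100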
CHRM4 antagonist: antagonists of human muscarinic M4 receptor (CHRM4). P08173. CHO-hM4 cells, ACh EC80, Fluo-8 calcium fluorescence. inhibition, % at 3 µM. hit rate 0.73% among 360,000. AID 624125;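 active = inhibition above its plate's cutoff, the mean inhibition of sample wells plus 3 SD, cut at about 27% in these data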;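 also: 0% = acetylcholine EC80 with DMSO and 100% = DMSO without agonist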
Target sequence (P08173 whole entry, looked up): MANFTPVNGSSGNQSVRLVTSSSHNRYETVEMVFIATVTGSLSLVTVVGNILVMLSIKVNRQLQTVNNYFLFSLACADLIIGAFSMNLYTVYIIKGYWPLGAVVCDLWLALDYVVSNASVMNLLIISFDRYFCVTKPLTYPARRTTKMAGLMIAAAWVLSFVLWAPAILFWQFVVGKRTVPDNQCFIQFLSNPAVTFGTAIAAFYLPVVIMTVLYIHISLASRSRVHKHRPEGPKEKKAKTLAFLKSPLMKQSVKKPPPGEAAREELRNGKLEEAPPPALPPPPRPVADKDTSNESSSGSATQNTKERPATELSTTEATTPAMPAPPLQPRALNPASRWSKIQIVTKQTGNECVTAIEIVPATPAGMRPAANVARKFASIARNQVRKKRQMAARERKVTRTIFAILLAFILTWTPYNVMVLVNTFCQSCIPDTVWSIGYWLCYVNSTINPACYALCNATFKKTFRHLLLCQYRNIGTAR
M5 ag: CHRM5 agonism in calcium assay; P08912; CHO-K1 hM5 cells, Fluo-8 calcium fluorescence; 0% DMSO wells, 100% maximal acetylcholine response; activation, % at 3 µM; hit rate 0.19% among 360,000;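 active = activation above the run's mean over test compounds plus 3 SD, cut at about 23% in these data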;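 also: signal is peak over basal fluorescence ratio across the kinetic read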
M1 antag: antagonists of human M1 muscarinic receptor; inhibition, % at 3 µM; P11229; hit rate 1.3% among 360,000; CHO-K1 hM1, Fluo-8 calcium fluorescence, ACh EC80 antagonist; AID 588852;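 active = percent inhibition above its own plate's cutoff, namely the mean of that plate's compound wells plus 3 SD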;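 also: peak over basal fluorescence ratio during 140 s after agonist addition; 0% = ACh EC80 plus DMSO and 100% = DMSO alone without agonist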
CHRM1 PAM: positive allosteric modulators of human M1 muscarinic receptor | P11229 | CHO-K1 hM1, Fluo-8 calcium fluorescence, ACh EC20; 0% = ACh EC20, 100% = maximal ACh | activation, % at 3 µM | hit rate 0.088% among 360,000 | AID 588819; in the data active = activation above about 19%, passing the limit was not always enough
CHRM5 PAM: positive allosteric modulators of human muscarinic M5 receptor | activation, % at 3 µM | P08912 | hit rate 0.3% among 360,000 | CHO-K1 hM5, Fluo-8 calcium, ACh EC20 PAM; 0% = ACh EC20, 100% = ACh EC100;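 active = activation above the run cutoff, the mean activation of all test compounds plus 3 SD, cut at about 18% in these data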
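system = human M5 receptor in CHO-K1 cells | reagent = EC20 acetylcholine as agonist stimulus | compound dosing = single-point, 3 µM nominal | incubation = Fluo-8 loading 80 min at 37 °C plus 30 min room temperature | detection = Fluo-8 calcium dye fluorescence, kinetic read | benchmarks = low control EC20 acetylcholine (0%), high control EC100 acetylcholine (100%)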
CHRM5 antagonist: blocks acetylcholine activation of human M5 receptor. P08912. CHO-hM5 cells, Fluo-8 calcium fluorescence, ACh EC80. inhibition, % at 3 µM. hit rate 0.59% among 360,000;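 active = inhibition above a per-plate cutoff, the mean of that plate's test compounds plus 3 SD, cut at about 27% in these data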;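 also: 0% = acetylcholine EC80 with DMSO and 100% = DMSO without agonist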
M1 ag: human M1 muscarinic receptor agonism; activation, % at 3 µM; CHO-K1 hM1, Fluo-8 calcium fluorescence, agonist mode; 0% DMSO, 100% acetylcholine EC100; hit rate 0.33% among 360,000; P11229;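 active = activation above the run's mean compound activation plus 3 SD, cut at about 16% in these data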;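 also: peak over basal fluorescence ratio within a 140 s kinetic read after compound addition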
CHRM4 agonist: agonists of human muscarinic M4 receptor (CHRM4); P08173; CHO-K1 hM4/Gqi5, Fluo-8 calcium fluorescence; vehicle 0%, full acetylcholine response 100%; activation, % at 3 µM; hit rate 0.14% among 360,000; AID 624127;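 active = activation above the run mean over all test wells plus 3 SD, cut at about 32% in these data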;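 also: peak over basal fluorescence ratio per well then scaled between controls; 0% = DMSO wells and 100% = acetylcholine at EC100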
* hit, by the source's call; / = no result given. An excerpt, so the mix of outcomes need not match the whole.

TAAR1 agonist,CHRM4 antagonist,M5 ag,M1 antag,CHRM1 PAM,CHRM5 PAM,CHRM5 antagonist,M1 ag,CHRM4 agonist,Structure
7.8,-1.0,2.7,-11.6,9.3,-2.1,1.0,-3.4,-0.1,O=c1oc2c(CN3CCOCC3)c(O)c(Cl)cc2c2c1CCCC2
3.1,0.7,-2.5,0.5,15.8,-5.4,-2.3,12.7,5.4,O=C(Nc1ccc(Br)cc1)c1csc(-c2ccncc2)n1
11.2,3.8,0.9,-7.5,1.6,-3.2,-9.1,-4.7,2.1,COc1cccc(C(=O)NCCN2CCOCC2)c1
13.1,-1.1,-5.3,-12.3,5.9,5.2,-7.7,-2.7,0.0,CCOc1cc(C2NN=C(c3ccccc3)S2)ccc1OCc1ccccc1Cl (stereo unspecified)
3.2,-3.5,5.6,-24.6,5.4,8.2,-9.0,5.8,3.5,CCOc1ccc(S(=O)(=O)N2CCN(c3ccccc3)CC2)c2cccnc12
11.3,-4.2,-4.3,16.2,-8.6,-9.7,0.0,-2.4,0.9,COCCn1nnnc1CN1CCC(C)CC1
1.9,7.9,-1.2,-0.1,-12.0,-0.9,-3.8,-1.1,-0.1,CCCC(=O)Nc1ccc2c(c1)nc(CN1CCN(C(C)=O)CC1)n2C
5.6,1.0,0.6,-15.0,8.9,-0.2,2.0,-2.9,0.6,O=C(NC1CC1)c1cccc(Oc2ccccc2)c1
3.6,-0.5,2.4,-16.6,8.6,-3.5,-23.1,-1.5,1.4,COc1ccc(C)cc1NC(=O)CNCc1cccs1
-0.1,-7.5,-12.9,-2.1,5.9,7.7,7.8,-3.3,2.5,O=c1cc(COn2nnc3ccc(C(F)(F)F)cc32)nc2sccn12
1.0,5.3,-1.7,8.9,-1.3,-5.0,10.1,-4.4,-1.8,CCN(CC)c1ccc(-c2n[nH]c(=S)n2-c2ccccc2C)cc1
-0.7,-4.0,2.6,-8.9,8.2,1.4,9.2,-2.9,0.8,CCN(C(=O)CN1CCN(C)CC1)c1c(N)n(Cc2ccccc2)c(=O)[nH]c1=O
2.3,1.6,-1.3,-3.8,6.1,-0.1,10.9,-0.4,0.0,COCC(=O)Nc1cc([N+](=O)[O-])ccc1C
4.9,9.2,-1.2,15.2,-9.2,-0.1,18.8,-3.9,6.2,CC(OC(=O)c1ccccc1N1C(=O)C2C3CCC(C3)C2C1=O)C(=O)c1ccccc1 (stereo unspecified)
3.2,0.6,3.0,-0.9,4.7,3.9,5.9,-4.9,0.3,CCCn1ccnc1SC(C)C(=O)Nc1c(C)n(C)n(-c2ccccc2)c1=O (stereo unspecified)
0.1,8.1,-6.5,-3.0,1.6,6.2,9.3,-3.3,0.6,CS(=O)(=O)N1CCC(C(=O)NCc2ccc(F)cc2)CC1
-1.5,7.3,-2.4,11.8,-8.9,-6.6,2.3,-7.6,4.4,Cc1ccc(C)c(N2CCN(C(=O)CCC(=O)N3CCOc4ccc(Cl)cc43)CC2)c1
2.3,0.8,-5.0,1.4,0.2,3.8,-12.7,-9.6,-0.6,O=C(NC(=S)Nc1ccc2c(c1)OCCO2)c1cccc2ccccc12
-1.3,0.4,-5.1,-3.9,1.9,-0.7,3.5,-4.6,1.2,COc1ccc(C)cc1NC(=O)CN1C(=O)CSc2ccc(S(=O)(=O)N3CCCC3)cc21
0.2,-1.2,0.2,-13.1,8.7,7.0,5.7,-1.6,1.5,O=C1c2ccc(Br)cc2C(=O)N1c1ccc(Cl)cn1
6.6,-11.9,1.7,-1.4,7.1,-0.4,8.6,2.2,3.1,Cc1ccc(NS(=O)(=O)c2ccc3c(c2)NC(=O)CO3)cc1Cl
5.3,-1.7,6.7,-19.6,14.7,6.0,0.7,-1.9,1.0,Cc1ccc(S(=O)(=O)NNC(=S)Nc2c(Cl)cccc2Cl)cc1
1.0,-5.1,2.8,-1.8,0.8,-11.8,17.5,-4.8,4.3,COc1ccc(/C=N/NC(=O)c2c(C)nc3ccccn23)cc1[N+](=O)[O-]
1.8,12.9,-3.0,-3.8,10.7,-1.6,7.6,-1.3,1.1,CC(=O)Nc1ccc(N(C(=O)c2cnccn2)C(C(=O)NC2CCCCC2)c2ccc(F)cc2)cc1 (stereo unspecified)
6.6,-2.9,2.5,/,/,0.0,-5.4,/,0.3,CCOC(=O)[C@]12CCC=C1N(Cc1ccccc1)C(=O)[C@H](CC(=O)N1CCCCC1)C2
2.5,4.3,-2.4,11.4,-7.2,-6.9,7.6,-4.1,0.5,O=C1CCC(C(=O)Nc2ccccc2N2CCCC2)=NN1
10.5,-1.8,1.9,27.9,0.3,-2.6,1.9,-3.5,-0.1,CCn1c(SCC(=O)N2CCC(C)CC2)nnc1-c1ccc(S(=O)(=O)N2CCN(C)CC2)cc1
5.2,-8.9,2.7,19.4,-15.9,-15.3,8.4,-6.0,14.4,CCOC(=O)c1[nH]c2ccccc2c1NC(=O)c1ccc(S(=O)(=O)N2CCCC2)cc1
19.1,-4.8,3.8,6.8,-3.3,-5.8,6.8,1.4,5.8,O=C(COc1cc(Cl)ccc1Cl)Nc1nnc(CC(=O)N2CCOCC2)s1
0.2,-1.6,0.3,9.8,-7.9,-3.0,1.1,-1.1,0.3,O=C(Nc1cccc(C(F)(F)F)c1)Nc1nnc([C@@H]2C[C@H](O)[C@@H](CO)O2)s1

The list goes on (2 carried over from the part before).
TAAR1 agonist,CHRM4 antagonist,M5 ag,M1 antag,CHRM1 PAM,CHRM5 PAM,CHRM5 antagonist,M1 ag,CHRM4 agonist,Structure
19.1,-4.8,3.8,6.8,-3.3,-5.8,6.8,1.4,5.8,O=C(COc1cc(Cl)ccc1Cl)Nc1nnc(CC(=O)N2CCOCC2)s1
0.2,-1.6,0.3,9.8,-7.9,-3.0,1.1,-1.1,0.3,O=C(Nc1cccc(C(F)(F)F)c1)Nc1nnc([C@@H]2C[C@H](O)[C@@H](CO)O2)s1
-0.7,7.6,6.0,3.1,2.2,4.5,7.1,-1.9,-0.1,Cc1c(NC(=O)c2c(F)c(F)c(F)c(F)c2F)c(=O)n(-c2ccccc2)n1C
0.1,8.3,-3.2,1.3,0.6,-6.6,4.1,-6.6,-0.4,COc1ccc(-n2c(=O)cc(N3CCN(c4ccccc4F)CC3)[nH]c2=O)cc1
4.6,8.6,0.8,-22.9,15.3,2.3,4.4,2.4,0.2,CCCOP(=O)(c1ccc(N(C)C)cc1)C(O)c1ccc(Br)cc1 (stereo unspecified)
0.1,-2.8,-3.2,-3.5,4.1,-5.2,0.7,-6.1,0.7,Cc1csc(N/N=C/c2c(F)cccc2Cl)n1
9.0,-0.1,2.3,3.8,-2.3,-3.1,-0.5,-3.4,2.1,Cc1cccc(C(=O)OCC(=O)c2ccc3c(c2)OCCO3)c1O
2.8,-6.0,6.3,14.0,-11.2,0.2,-0.9,-2.7,-0.9,COc1ccc(Cl)cc1-c1cc(C(=O)Nc2ccc(C(C)(C)C)cc2)[nH]n1
2.7,-2.8,1.6,-8.5,7.4,-3.9,13.2,1.2,6.1,O=C(CN(C(=O)c1csnn1)c1cccc2c1CCCC2)NCc1ccc(F)cc1
10.6,-0.8,-0.4,-4.2,9.9,-1.4,8.2,-5.1,1.2,O=C(O)c1[nH]c2ccccc2c1CC(=O)N1CCN(c2ccccc2)CC1
4.5,-20.1,-2.5,-2.4,3.0,-16.0,3.7,-4.4,13.0,COc1ccc(NC(=O)CN(C)C(=O)c2cn(-c3ccccc3)nc2-c2cccnc2)cc1
-1.4,-6.7,4.5,7.6,-2.8,-4.3,-6.2,-0.7,4.6,CCOc1ccc2oc(C(=O)N(CCOC)c3c(N)n(CC(C)C)c(=O)[nH]c3=O)c(C)c2c1
/,-15.7,1.7,-3.0,-0.5,-4.7,3.1,-1.1,16.9,CCOc1ccc(-c2cccc(NC(=O)COc3ccccc3)c2)nn1
0.8,-2.6,-0.8,/,/,-1.7,3.3,/,2.2,O=C(C[C@H]1CC[C@H](NC(=O)Nc2ccccc2F)[C@@H](CO)O1)NCc1ccc(-c2ccccc2)cc1
0.8,-9.2,7.1,-16.7,12.1,4.6,-2.7,-3.8,-0.5,Cc1nn(CCCC(=O)Nc2nccs2)c(C)c1[N+](=O)[O-]
3.2,-6.7,1.0,-11.3,3.7,1.2,1.9,-0.5,2.7,Nc1cccc(OCCCCCOc2cccc(N)c2)c1
9.8,-3.5,4.9,7.4,0.5,-10.0,7.1,-0.5,14.5,CCc1noc(C)c1C(=O)Nc1cccc(S(=O)(=O)N2CCCCCC2)c1
-0.5,0.2,-1.9,-7.7,12.0,5.8,-0.6,-4.2,-0.5,CCC(=O)NC(=S)NNC(=O)c1ccc(NC(=O)c2ccccc2)cc1
2.1,-9.3,-2.3,-3.6,8.9,-0.2,2.4,-6.6,2.9,O=C(NCc1cccc(CNC(=O)C(=O)NCc2ccco2)c1)C(=O)NCc1ccco1
-1.3,-15.3,-6.2,3.8,2.1,-1.6,4.9,-5.0,0.1,Cn1cc(CCC(=O)NCc2ccc(Cl)cc2)c2ccccc21
0.9,-13.3,-0.7,-4.3,3.4,-2.1,-0.8,-6.4,3.0,Cc1nc(SCC(=O)N2CCN(C(=O)c3cccs3)CC2)c2c(C)c(C)sc2n1
5.0,-11.1,1.6,6.6,-6.5,-8.3,-5.3,-7.0,2.2,O=C(NC(=S)Nc1cccc2cccnc12)c1cccs1
0.1,-6.1,-3.1,-13.3,6.7,2.7,8.3,-4.1,0.3,COc1ccc(S(=O)(=O)NCCN2CCOCC2)c(C)c1C
35.6,-5.1,16.6,-12.9,10.2,0.3,0.0,9.5,-0.1,COCc1nnc(NC(=O)CSc2ccc(C)cc2)s1
1.6,-0.9,-2.0,-1.6,5.8,2.5,-1.3,-1.8,1.0,COC(=O)c1cc(S(=O)(=O)N2CCCC(C)C2)c[nH]1 (stereo unspecified)
1.3,2.8,0.6,-2.4,2.9,10.4,3.4,-1.7,1.9,COc1ccccc1C(=O)COC(=O)Cn1c(C)csc1=O
3.5,-3.6,1.6,-4.4,7.9,-4.6,-1.1,1.8,3.3,COc1ccc(CN(CC2CCCO2)C(=O)c2cc3sccc3n2C)c(OC)c1 (stereo unspecified)
9.6,15.8,-0.5,31.8*,-20.4,-12.4,9.9,-7.3,20.6,Cc1c(C(=O)N2CCN(c3ccc(F)cc3)CC2)sc2ncnc(N3CCN(c4ccccn4)CC3)c12
10.5,-19.7,-6.1,-17.6,8.8,-4.8,-13.1,-2.3,4.2,O=C(Nc1cccc(-c2nc3ncccc3o2)c1)c1ccco1
-0.2,11.8,0.6,7.2,0.2,-5.8,4.8,-3.1,0.2,Cn1c(=O)c2c(-c3ccccc3)n(CCCN3CCOCC3)cc2n(C)c1=O
5.3,2.6,3.8,4.4,1.3,-7.1,3.0,0.8,1.1,OC(c1nc2ccccc2[nH]1)C(O)c1nc2ccccc2[nH]1 (stereo unspecified)
